Source: PubChem BioAssay
HCV inhibitor: blocks hepatitis C virus | Huh7.5.1 HCVcc-Cre infection, luciferase reporter, 44 h | Potency, µM (top dose mostly 41.8 µM), without a hit: at the highest dose activity change, negative = inhibition, actives largely listed as inhibitors | actives 3.4% (n = 340,000); note: potency is the fitted concentration of half-maximal effect
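A cell-based infection assay in which seeded cells (1,000 per well) receive test compound after 4 h, are inoculated with HCVcc-Cre at approximately 0.5 moi, and are incubated 44 h before luminescence detection.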
FBPA Giardia inh: inhibitors of Giardia lamblia fructose-1,6-bisphosphate aldolase; A8B2U2; purified Giardia FBPA; Potency, µM (doses to about 59.6 µM), without a hit: at the top dose activity, negative = inhibition, most hits filed as inhibitors; actives 0.71% (n = 290,000); AID 2451; note: potency is the fitted concentration of half-maximal effect; nearly all actives have a fitted effect of over 55% in size
Target sequence (A8B2U2 whole entry, looked up): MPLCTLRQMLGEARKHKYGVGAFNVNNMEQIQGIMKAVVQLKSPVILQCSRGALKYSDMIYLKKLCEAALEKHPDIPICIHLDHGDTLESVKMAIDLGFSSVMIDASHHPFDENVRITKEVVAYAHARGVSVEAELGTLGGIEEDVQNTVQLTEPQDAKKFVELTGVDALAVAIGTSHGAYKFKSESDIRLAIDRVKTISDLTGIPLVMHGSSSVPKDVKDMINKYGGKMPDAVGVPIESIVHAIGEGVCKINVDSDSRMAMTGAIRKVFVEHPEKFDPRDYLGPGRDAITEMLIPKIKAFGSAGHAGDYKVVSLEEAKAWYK
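Giardia FBPA (40 nM reagent) was preincubated 10 min at RT with compound (up to 57.5 uM final), then substrate plus GAPDH/TPI/NAD/arsenate coupling system with diaphorase/resazurin was added; resorufin fluorescence (525/598 nm) was read after 20 min.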
Sm TGR block: inhibitors of Schistosoma mansoni thioredoxin glutathione reductase | purified TGR, DTNB reduction, TNB absorbance 405 nm | Potency, µM (doses to about 114 µM), for the others: at the top dose activity change, negative = inhibition, usual class: inhibitors | actives 3% (n = 360,000) | AID 485364; note: potency is the fitted concentration of half-maximal effect; nearly all actives have a fitted effect of over 60% in size
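First, TGR (20 nM dispensed) and NADPH were mixed with compound. Second, a 15 min room-temperature incubation followed. Third, further NADPH and then DTNB were added to start the reaction. Finally, TNB absorbance was monitored kinetically.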
AmpC no deterg: inhibitors of E. coli AmpC beta-lactamase without detergent; AID 485341; actives 0.52% (n = 330,000); P00811; Potency, µM (series often up to 57.1 µM), for the others: top-dose activity change, negative = inhibition, actives largely listed as inhibitors; AmpC nitrocefin hydrolysis, absorbance 480 nm, 0.0001% Triton;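 note: potency is the fitted concentration of half-maximal effect; plate controls were no compound for no effect and no enzyme for full effect; nearly all actives have a fitted effect of over 20% in size; some results filed as inactive show a strong effect at the top dose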
Target sequence (P00811 whole entry, looked up): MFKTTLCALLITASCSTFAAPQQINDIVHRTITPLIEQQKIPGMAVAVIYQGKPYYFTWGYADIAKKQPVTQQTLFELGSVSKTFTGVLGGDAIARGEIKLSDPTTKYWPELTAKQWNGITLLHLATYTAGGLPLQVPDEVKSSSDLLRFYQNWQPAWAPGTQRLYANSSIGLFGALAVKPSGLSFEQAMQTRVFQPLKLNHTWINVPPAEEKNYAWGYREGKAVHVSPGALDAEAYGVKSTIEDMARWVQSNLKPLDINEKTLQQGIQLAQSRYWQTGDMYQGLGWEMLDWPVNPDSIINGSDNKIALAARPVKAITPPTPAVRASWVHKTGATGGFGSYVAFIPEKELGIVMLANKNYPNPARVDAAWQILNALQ
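20 mM phosphate pH 7.0 + 0.01% (detergent screen) or 0.0001% Triton X-100; 5.3 nM AmpC reagent; cpd preinc 15 min RT; nitrocefin (800 uM stock) to start; A480 q20 s × 4 min; Activity was normalised to no-enzyme and no-compound control wells.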
AmpC inh detg: inhibitors of E. coli AmpC beta-lactamase with detergent; P00811; AmpC hydrolysis of nitrocefin, absorbance 480 nm, 0.01% Triton; Potency, µM (doses to about 114 µM), without a hit: at the top dose activity change, negative = inhibition, usual class: inhibitors; actives 0.041% (n = 370,000);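 note: potency is the fitted concentration of half-maximal effect; 0% = no-compound wells and -100% = no-enzyme wells; nearly all actives have a fitted effect of over 25% in size; some results filed as inactive show a strong effect at the top dose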
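AmpC (5.3 nM in the dispensed reagent) in 20 mM phosphate pH 7.0 with 0.01% (detergent screen) or 0.0001% Triton X-100 was preincubated with compounds for 15 min at room temperature. Nitrocefin was then added from an 800 uM solution, and hydrolysis was followed at 480 nm.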
HCMV inh: inhibitors of human cytomegalovirus | actives 4.5% (n = 410,000) | HFF cells, HCMV-luciferase reporter, 72 h; hits give low values | activity change, negative = inhibition, % at 57.5 µM; in the data active = activity change below about -60%; inconclusive = no clear call, values can overlap the other calls; inactive = above about -39%
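HFF cells seeded 16 h at 37C, treated with compounds, infected with luciferase-reporter HCMV at MOI 1 PFU/cell; luciferase read at 72 h post infection, normalized to buffer-only and Salinomycin controls.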
The depositor's hits bear a star; u = inconclusive; x = not tested or not shown; [ ] = remark or other dose. Unless noted, calls come from the whole dose curve; as a rule, active = well fitted curve in the direction sought with a large enough effect; inconclusive = small, poorly fitted or top-dose-only effect, or another doubt; inactive = no such curve, though single readings can be large; an effect the other way counts as inactive or inconclusive. Unless noted, % is set by controls: 0 for no effect and ±100 for the full control effect. An unsorted share of the library; 9.9% or so of the library scored in one or more.

Second line of a record: AmpC inh detg	HCMV inh	Sm TGR block	AmpC no deterg	HCV inhibitor	FBPA Giardia inh
- COC(=O)CSC1=C(C#N)C(c2cccc(OC)c2)CC(=O)N1 (stereo unspecified)
 : -9.5%	-15.8	-11.3%	-8.2%	-28.8%	-4.7%
- CCCCCN(C(=O)NC(=O)Nc1ccccc1C)S(=O)(=O)c1ccccc1
 : 0.0%	28.9	1.5%	-10.9%	0.5%	0.3%
- NS(=O)(=O)c1ccc(NCc2cc(Cl)ccc2OCc2ccccc2F)cc1
 : 5.6%	-61.0*	1.2%	-28.5%	u	-0.4%
- CCOc1ccc(-c2csc(-c3c(N)c(C(=O)c4ccc5c(c4)OCO5)n4ccccc34)n2)cc1
 : 22.0%	12.2	-0.3%	x	x	x
- O=C(N=C1c2ccccc2CN1c1ccc(F)c(Cl)c1)c1cccnc1Cl
 : u	u	-28.0%	-51.6%	-11.6%	-3.7%
- CC(C)OC(=O)CN1CCN(c2ccc(Cl)cc2)CC1
 : 2.4%	-25.8	-6.1%	10.2%	-9.5%	2.1%
- COc1ccc(S(=O)(=O)N2CCCCCC2)cc1NC(=O)c1ccccc1F
 : -3.5%	u	12.3%	-12.3%	u	x
- Nc1nn2c(-c3ccccc3)cc(=O)[nH]c2c1N=Nc1ccc(O)cc1
 : -5.7%	-30.8	x	-33.3%	-14.0%	-7.6%
- COc1cccc(CN2CCC(Oc3ccc(C(=O)NCc4ccccn4)cc3)CC2)c1O
 : u	-22.2	-3.4%	4.3%	-20.4%	15.5%
- NNC(=O)CCc1nc2ccccc2[nH]1
 : u	-2.9	-0.8%	-23.5%	x	-0.9%
- CCN(CC(=O)NC(C)C)C(=O)[C@@H](NC(=O)c1ccco1)C(C)C
 : u	19.5	-17.3%	-10.6%[11.4 µM]	-14.8%	5.1%
- Cc1nc(-c2ccccc2)nc2[nH]c(=O)n(-c3ccccc3)c(=O)c12
 : u	-5.0	-4.7%	-25.5%	9.6%	-16.9%
- Cc1ccc(-c2cc(-c3nnc(SCC(=O)N(C)CCC#N)n3N)c3ccccc3n2)cc1
 : u	99.8	-22.5%	114.2%[activator]	-1.6%	-5.7%
- CCCS(=O)(=O)c1nc(S(=O)(=O)c2ccc(C)cc2)c(NCCCN2CCOCC2)s1
 : -0.4%	3.4	-5.2%	-36.8%	-25.6%	6.5%
- CCN1CCc2nc3sc(C(=O)Nc4ccccc4OC(F)(F)F)c(N)c3cc2C1
 : 2.3%	-25.3	-4.6%	x	x	x
- Nc1ccc(Br)c[n+]1Cc1cccc2cccnc12
 : 5.7%	-20.2	5.9%	-11.8%	-4.0%	5.6%
- Cc1ccc(-n2nnnc2/C=C\Nc2cc(C)on2)cc1
 : -10.0%	u	0.2%	-13.4%	-6.8%	9.2%
- Cn1nnnc1SCC(=O)Nc1ccc(S(=O)(=O)N2CCOCC2)cc1
 : 1.0%	u	-3.7%	0.3%	4.5%	4.4%
- COc1cccc(CN(C(=O)c2cc3ccccc3oc2=O)C2CCS(=O)(=O)C2)c1 (stereo unspecified)
 : 0.4%	8.3	3.9%	39.9%	10.9%	5.9%
- O=C(COC(=O)c1ccc(CO)cc1)NCc1cccs1
 : 13.7%	-20.9	5.2%	-13.3%	3.0%	0.1%
- CC(C)N(Cc1ccccc1)C(=O)COC(=O)C1CCN(c2ccc(C(F)(F)F)cn2)CC1
 : -8.9%	-17.2	u	113.2%[activator]	-1.4%	x
- CCOc1ccc(CNCCCSc2nnnn2C)cc1OC
 : 0.8%	4.7	4.1%	x	x	x
- CC(=O)Nc1ccc(OC(=O)N2CCCCC2)cc1
 : 3.2%	u	-21.9%	-12.1%	8.4%	0.4%
- COC(=O)c1c(NC(=O)CSc2nnnn2C)sc(C)c1C
 : u	12.5	3.2%	-1.5%	u	-8.1%
- CCc1cc(=O)oc2cc(OCC(=O)NCCCN3CCOCC3)c(Cl)cc12
 : 0.1%	-12.6	-7.4%	0.8%	3.7%	x
- COc1cccc(CNC(=O)c2ccc3c(=O)n4nc(Nc5ccccc5)sc4nc3c2)c1
 : -1.5%	-26.1	2.3%	x	x	x
- CCCC(=O)Nc1cc(-c2nnc3c4ccccc4c(C)nn23)ccc1C
 : 25.4%	13.0	0.8%	x	x	x
- CCOC(=O)N1CCN(Cc2nc3cc(NC(=O)C(C)C)ccc3n2C)CC1
 : -5.4%	-13.4	6.6%	-2.6%	6.5%	2.5%
- CCc1ccccc1NC(=O)CSc1nccn1C
 : -4.2%	2.7	-8.6%	x	x	x
- Cn1c(-c2sc3cc(C(F)(F)F)cnc3c2-c2ccccc2)n[nH]c1=S
 : -4.1%	18.8	-6.4%	u	-18.7%	6.2%

Later entries.
Second line of a record: AmpC inh detg	HCMV inh	Sm TGR block	AmpC no deterg	HCV inhibitor	FBPA Giardia inh
- Cn1c(O)c(N=NC(=O)CNC(=O)/C=C/c2ccccc2)c2ccccc21
 : -3.0%	-26.8	7.0%	-18.2%	8.0%	u
- COc1ccc(-c2nc(CS(=O)CC(=O)N3CCc4ccccc4C3)c(C)o2)cc1 (stereo unspecified)
 : u	1.2	2µM*	35.0%	u	-15.1%
- Cc1noc(NS(=O)(=O)c2ccc(NC(=O)c3ccoc3C)cc2)c1C
 : -9.8%	3.1	u	-22.1%	8.6%	18.8%
- CCc1c(C(=O)NC2CCCCC2)[nH]c(C)c1C(C)=O
 : u	u	-5.3%	5.1%	-5.3%	-8.3%
- CCOc1ccc(NC(=O)c2cc(=O)c3cc(CC)ccc3o2)cc1
 : -2.7%	-14.1	7.2%	x	x	x
- CCOc1ccc(Nc2nc(Nc3ccc(OCC)cc3)nc(N3CCOCC3)n2)cc1
 : -3.4%	83.2	-7.2%	x	x	x
- CCOc1ccc(-c2nc(S(=O)(=O)c3ccccc3)c(NC)o2)cc1
 : -2.2%	6.4	-18.7%	40.1%	5.5%	x
- Cn1c(=O)c2c(-c3ccccc3F)c3c(nc2n(C)c1=O)-c1ccccc1C3O (stereo unspecified)
 : -7.5%	-5.8	-18.0%	-11.3%	3.6%	-7.0%
- COc1ccc2cc(C(=O)N3CCN(c4ccccc4OC)CC3)[nH]c2c1
 : u	2.3	-4.1%	94.3%[activator]	6.3%	-13.0%
- CS(=O)(=O)c1nc2c(cc1C#N)CCCC2
 : -4.7%	-25.0	x	-9.6%	-11.3%	7.2%
- CC(C)(O)C(=O)NN(Cc1ccccc1)c1ccccc1
 : u	-13.7	-2.4%	-11.0%	16.0%	-2.9%
- COCCn1nnnc1CN(CCCN1CCOCC1)Cc1cc2c(C)ccc(C)c2[nH]c1=O
 : -1.9%	41.5	12.6µM*	47.6%	-0.8%	-1.0%
- O=C(Nc1nc(-c2ccc3c(c2)OCO3)cs1)C1CC1
 : -3.5%	83.3	2.0%	-16.3%	-2.4%	-10.0%
- CCn1c(SCC(=O)OC)nc2cc(S(=O)(=O)N3CCOCC3)ccc21
 : -10.6%	-17.4	-0.2%	-11.1%	19.4%	x
- CCOc1ccc(S(=O)(=O)N(CC)CC(=O)N2CCOCC2)cc1C
 : 0.4%	-2.2	4.7%	19.3%	-19.3%	0.7%
- O=C(CN1CCN(Cc2ccccc2)CC1)Nc1nnc(C(F)(F)F)s1
 : u	-10.4	-11.4%	6.8%	6.9%	-25.3%
- CCCS(=O)(=O)c1nc(S(=O)(=O)c2ccc(C)cc2)c(N2CCOCC2)s1
 : 9.9%	-62.6*	-3.4%	49.9%	-3.0%	13.6%
- CC1CC(C)CN(CCCNC(=O)c2ccc(CS(=O)(=O)Cc3cccc(Cl)c3)o2)C1 (stereo unspecified)
 : 1.7%	-10.2	-6.9%	-1.2%	-9.1%	x
- COc1ccc(C(=O)OCc2nc(N)nc(Nc3ccccc3C)n2)cc1OC
 : 4.2%	21.0	-5.3%	17.6%	u	-4.7%
- CC(=O)c1ccc(NC(=S)N(CCCN(C)C)Cc2ccccc2)cc1
 : -6.1%	u	-3.6%	35.7%	1.2%	-0.1%
- O=C(Nc1ccc(N2CCOCC2)cc1)c1ccc([N+](=O)[O-])o1
 : u	-103.0*	u	-24.8%	u	2.5%
- NC(=O)CN1C(=O)C2C3c4ccccc4C(c4ccccc43)C2C1=O (stereo unspecified)
 : -0.1%	42.8	6.7%	-11.4%	0.5%	x
- COc1cc(OC)cc(C(=O)Nc2ccc(NC(=O)c3ccco3)c(C)c2)c1
 : 2.6%	4.8	39.8µM*	-34.4%	u	-6.5%
- CSc1ccc(S(=O)(=O)NCC(=O)OCC(=O)N2CC(C)CC(C)C2)cc1[N+](=O)[O-] (stereo unspecified)
 : u	-24.0	-10.5%	20.0%	30.0%[activator]	x
- Cc1ccc2c(c1)N(CC(=O)NCc1cccc(Cl)c1)C(=O)c1cccnc1O2
 : -0.5%	u	-23.0%	x	x	x
- COCCCNC(=O)c1c(N)n(/N=C/c2ccccn2)c2nc3ccccc3nc12
 : -3.6%	u	-27.2%	15.3%	u	-3.1%
- CN1CC(C(=O)c2ccc(Cl)cc2)C(c2ccc(N(C)C)cc2)C1 (stereo unspecified)
 : 6.8%	u	x	54.0%	-13.3%	-0.6%
- Cn1c(=O)c(Cc2ccccc2)c(O)c2ccccc21
 : 1.1%	-8.1	-21.8%	-4.4%	-12.9%	-9.7%
- CN(C)C1(CN=Cc2cc(Cl)cc([N+](=O)[O-])c2O)CCCCC1
 : -2.5%	-32.0	-8.4%	u	19.4%	27.5%
- CCOC(=O)C1CCN(S(=O)(=O)c2ccc(-c3nc4ccccc4s3)s2)CC1
 : 5.2%	47.8	0.5%	-24.7%	25.4%	-0.5%

Entries shown so far that contain fluorine:
Second line of a record: AmpC inh detg	HCMV inh	Sm TGR block	AmpC no deterg	HCV inhibitor	FBPA Giardia inh
- NS(=O)(=O)c1ccc(NCc2cc(Cl)ccc2OCc2ccccc2F)cc1
 : 5.6%	-61.0*	1.2%	-28.5%	u	-0.4%
- O=C(N=C1c2ccccc2CN1c1ccc(F)c(Cl)c1)c1cccnc1Cl
 : u	u	-28.0%	-51.6%	-11.6%	-3.7%
- COc1ccc(S(=O)(=O)N2CCCCCC2)cc1NC(=O)c1ccccc1F
 : -3.5%	u	12.3%	-12.3%	u	x
- CCN1CCc2nc3sc(C(=O)Nc4ccccc4OC(F)(F)F)c(N)c3cc2C1
 : 2.3%	-25.3	-4.6%	x	x	x
- CC(C)N(Cc1ccccc1)C(=O)COC(=O)C1CCN(c2ccc(C(F)(F)F)cn2)CC1
 : -8.9%	-17.2	u	113.2%[activator]	-1.4%	x
- Cn1c(-c2sc3cc(C(F)(F)F)cnc3c2-c2ccccc2)n[nH]c1=S
 : -4.1%	18.8	-6.4%	u	-18.7%	6.2%
- Cn1c(=O)c2c(-c3ccccc3F)c3c(nc2n(C)c1=O)-c1ccccc1C3O (stereo unspecified)
 : -7.5%	-5.8	-18.0%	-11.3%	3.6%	-7.0%
- O=C(CN1CCN(Cc2ccccc2)CC1)Nc1nnc(C(F)(F)F)s1
 : u	-10.4	-11.4%	6.8%	6.9%	-25.3%
